Source: PubChem BioAssay (several laboratories)
MgcRacGAP inhibition: MgcRacGAP GTPase-activating activity inhibitors, confirmation, biochemical, ADP Hunter fluorescence. one-dose inhibition, % at 30 µM; IC50 in µM for titrated hits. 0.6% of 340,000 active. MgcRacGAP-stimulated Rac1 GTP hydrolysis, ADP Hunter fluorescence; higher % means a stronger effect; GST-tagged Rac1 F28L mutant substrate;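 active = first-screen hits whose inhibition reached a set limit at any dose in the follow-up dose series; inconclusive = inhibition above the set first-screen limit but never retested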;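 note: fluorescence reports GDP produced by GAP-driven GTP hydrolysis; strong numbers were not always called active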
PhoP inhibition: PhoP-dependent GFP reporter repression – Salmonella Typhimurium, primary screen (AID 1863); S. Typhimurium PhoP-regulated promoter GFP reporter, 4 h; higher % means a stronger effect; 0.16% of 300,000 active; inhibition, % at 50 µM; hits with a dose series show IC50 in µM;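 active = inhibition over 29.93%, a cutoff 3 SD above the screen mean, later confirmed by dose response; inconclusive = inhibition over 29.93% but no dose response follow-up; inactive = inhibition at most 29.93% or unconfirmed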;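 note: 0% = low Mg2+ inducing control and 100% = high Mg2+ repressing control; strong numbers were not always called active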
T cell modulator: modulates CD8 T cell binding to vesicles; 2C CD8+ T cell-vesicle binding, flow cytometry; hits give low values; calls only at 7 µM; 0.068% of 330,000 active; AID 2052;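 active = response, share of CD8 T cells binding vesicles, and their 90th percentile fluorescence all below set limits, cut at about 80% in these data, passing the limit was not always enough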
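Assay system – 2C mouse CD8+ T cells · Also added – QL9-loaded Drosophila micro-vesicles · Timing – Cell–vesicle co-incubation 1.5 h at 37 °C, staining 20 min on ice · Signal – flow cytometry of vesicle-bound cells · Measure – percent CD8+ FL2 mean versus row control · Controls – Peptide-free naked vesicles (low) and QL9 vesicles with 0.7% DMSO vehicle (high)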
b-catenin transl: beta-catenin nuclear translocation modulation | HeLa beta-catenin nuclear translocation, immunofluorescence imaging | AID 1665 | 0.3% of 190,000 active | nuclear translocation activity, % at 5 µM;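 active = nuclear translocation activity above 50% at 5 µM, with a well cell count of 50 or more; inconclusive = wells under 50 cells across six images, flagged as toxic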;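 note: per-cell ratio of nuclear to cytoplasmic median beta-catenin stain intensity; plate controls were DMSO negative control for no effect and GSK-3 inhibitor IX positive control for full effect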
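Test system: human HeLa cell line; Doses: 5 µM primary, 0.02–20 µM confirmation; Incubation: 24 h compound exposure, 37°C; Detection: beta-catenin immunofluorescence imaging with DAPI; Read-out: beta-catenin nuclear/cytoplasmic ratio, % activation.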
RSV antiviral HEp-2: inhibition of RSV-induced cytopathic effect – HEp-2 cells, primary 10 µM value included (AID 2391) | HEp-2 cells, RSV-induced CPE inhibition; higher % means a stronger effect | 0.13% of 310,000 active | one-dose CPE inhibition, % at 10 µM; IC50 in µM for titrated hits; in the data active = a potency from the dose series; inconclusive = CPE inhibition mostly from about 23% at the one dose, without a potency; inactive = the rest, 99 in 100 with CPE inhibition below about 21%; note: strong numbers were not always called active
Myeloid diff 2: promotes myeloid progenitor differentiation | calls only at 10 µM | 1% of 360,000 active | ER-HoxA9 myeloid progenitors, lysozyme-GFP differentiation, flow cytometry;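 active = normalized GFP-positive differentiation at or above the plate's own cutoff, the solvent-only control mean plus 3 SD; inconclusive = no clear call, values can overlap the other calls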;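 note: cells exposed to compound for four days before flow analysis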
Large T inhibition: TAg ATPase/helicase activity blockers – biochemical (AID 1903) | SV40 large T antigen ATPase/helicase inhibition assay; higher % means a stronger effect | one-dose inhibition, % at 20 µM; IC50 in µM for titrated hits | 0.39% of 310,000 active; in the data active = a potency from the dose series; inconclusive = inhibition mostly from about 32% at the one dose, without a potency; inactive = the rest, 99 in 100 with inhibition below about 32%; note: strong numbers were not always called active
West Nile antiviral: inhibition of WNV-induced cytopathic effect – cell-based, CPE readout (AID 1621); West Nile virus-infected cells, CPE inhibition; higher % means a stronger effect; CPE inhibition, % at 10 µM; hits with a dose series show IC50 in µM; 0.02% of 290,000 active; in the data active = a potency from the dose series; inconclusive = CPE inhibition mostly from about 3.7% at the one dose, without a potency; inactive = the rest, 99 in 100 with CPE inhibition below about 2.2%; note: strong numbers were not always called active
WT yeast gro inh: growth inhibition of WT yeast, mitochondrial fusion screen; mitochondrial fusion phenotypic screen, WT strain; 2.1% of 190,000 active; AID 1362; inhibition, % at 10 µM; in the data active = inhibition above about 58%; tested in S. cerevisiae
WT yeast gro inh mutant strain: also measured in WT yeast gro inh; calls as there; inhibition, %; mitochondrial fusion phenotypic screen, mutant strain inhibition
b-catenin transl cell count 5 µM: recorded beside b-catenin transl, whose call it bears; cell count; measured here: cell count, cytotoxicity flag
T cell modulator vesicle-bound %: also measured in T cell modulator; calls as there; double positive events, %; measured here: CD8+ vesicle-bound cell fraction;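 binding gate set so that unloaded-vesicle control wells show 10% double positive cells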
Myeloid diff 2 GFP+ MAC1+ %: second read-out of Myeloid diff 2, no call of its own (marks repeat the call); GFP+ MAC1+ double positive, %; measured here: differentiation confirmed by MAC1 staining
Starred values were filed as active, the others as inactive; i = inactive; ? = inconclusive; . = no result given.

SMILES	MgcRacGAP inhibition	PhoP inhibition	T cell modulator	T cell modulator vesicle-bound %	b-catenin transl	b-catenin transl cell count 5 µM	RSV antiviral HEp-2	Myeloid diff 2	Myeloid diff 2 GFP+ MAC1+ %	Large T inhibition	West Nile antiviral	WT yeast gro inh	WT yeast gro inh mutant strain
COc1cccc(CN(C)C(=O)CSCC(=O)Nc2cc(C)on2)c1OC	2%	3%	i	41	.	.	-0.8%	i	0.5	20%	.	.	.
CN(C)c1oc(-c2cccs2)nc1C#N	11%	18%	i	47	.	.	3.5%	i	0.5	6%	.	0	10
O=C1CCCC/C1=C/Nc1ccc2c(c1)OCO2	14%	0%	i	23	-9.9	994	0.8%	i	2.4	-1%	-0.1%	15	-8
CC(=O)c1cccc(NC(=O)C(C)OC(=O)CCN=C2NS(=O)(=O)c3ccccc32)c1 (stereo unspecified)	-1%	-1%	i	20	.	.	-1.9%	i	0.8	-1%	.	.	.
Cc1ccc(NC(=O)c2nc(S(=O)(=O)Cc3ccccc3C)ncc2Cl)cc1C	12%	-3%	i	1	.	.	-1.8%	?	.	2%	0.3%	.	.
O=C(O)c1ccc(CNc2ccccc2C(=O)O)cc1	-1%	0%	i	10	-0.5	1093	1.8%	i	1.7	17%	0.2%	5	2
COc1ccc(C(C)NC(=O)c2ccccc2Br)cc1OC (stereo unspecified)	1%	-11%	i	52	-1.1	1051	0.1%	i	0.0	1%	0.4%	-1	3
COCCNC(=O)Cc1ccc(F)cc1	2%	-3%	i	38	-1.5	1025	-0.4%	i	0.7	9%	0.9%	-5	-18
CN(Cc1ccccn1)C(=O)C1CCC(=O)N(Cc2cccc(C(F)(F)F)c2)C1 (stereo unspecified)	-34%	-5%	i	6	.	.	1.0%	i	1.0	-5%	0.1%	.	.
CC1=C(C(=O)Nc2ccccc2)C(c2cc(CN3CCOCC3)cs2)C2=C(CCCC2=O)N1 (stereo unspecified)	5%	-7%	i	20	0.7	1071	-0.9%	i	1.1	3%	0.4%	8	8
C=CCNC(=O)NC(=O)COC(=O)/C(C#N)=C/c1cc(C)n(CCC(C)C)c1C	8%	-8%	i	19	0.5	1309	.	i	6.5	-5%	-0.5%	7	14
CC(C)(C)C(=O)Nc1nnc(SCc2ccc(F)cc2)s1	9%	7%	i	34	.	.	7.0%	i	2.6	4%	-0.4%	32	40
O=C(C1CCN(S(=O)(=O)c2cccs2)CC1)N1CCCCCC1	-4%	9%	i	23	.	.	1.1%	i	5.3	13%	-0.5%	5	-15
COc1ccccc1C(=O)Nc1ccc(-c2nnn(CC(=O)N3CCOCC3)n2)cc1	-12%	-6%	i	56	-1.0	1536	1.6%	i	0.3	19%	0.3%	7	9
O=c1c2c3c(sc2nc(NCCO)n1-c1ccccc1)CCCC3	11%	-5%	i	57	.	.	0.8%	i	0.4	9%	-0.8%	.	.
COc1cc(NC(=O)Cn2cnc(S(=O)(=O)N3CCCCC3)c2)cc(OC)c1OC	2%	11%	i	36	.	.	0.3%	i	0.4	6%	1.1%	.	.
O=C(NCc1ccccc1)C1=C[C@@H](c2ccc(Br)cc2)C[C@@H](OCc2ccc(CO)cc2)O1	10%	-4%	i	39	-1.2	1099	5.8%	i	1.1	5%	-0.5%	26	-10
COc1ccc2nc(NNC(=O)COc3ccccc3)sc2c1	3%	3%	i	21	-0.4	1028	4.8%	i	0.6	6%	-0.5%	8	10
COc1ccc(CCN(Cc2nc3ccccc3c(=O)[nH]2)C(=O)c2ccco2)cc1	3%	6%	i	48	5.6	1169	0.4%	i	1.1	-1%	0.1%	-3	-2
Cn1c(SCC(=O)NC2CCCCC2)nnc1-c1cccc(N)c1	1%	6%	i	54	0.1	1038	3.7%	i	1.4	22%	0.1%	15	10
CCOC(=O)c1ccc(NC(=O)COC(=O)Cc2csc(-c3ccccc3)n2)cc1	7%	19%	i	43	-0.3	1107	0.8%	i	0.4	1%	-0.6%	18	-2
Cc1ccccc1NC(=O)CC1SCCNC1=O (stereo unspecified)	7%	-7%	i	37	.	.	2.1%	i	0.4	2%	0.3%	-15	-2
CCOC(=O)N1CCC(NC(=O)c2cc(S(=O)(=O)N3CCCC3)cn2C)CC1	0%	-3%	i	8	-1.6	1380	1.9%	i	0.9	6%	0.1%	2	9
Cc1cc(C(F)(F)F)c2c(n1)sc1c(O)cc(=O)[nH]c12	5%	9%	i	4	-0.3	1149	-0.4%	i	2.1	2%	-0.2%	-12	-7
O=C(NN1C(=O)C2C(c3ccccc3)C=CC(c3ccccc3)C2C1=O)c1cccc(Br)c1 (stereo unspecified)	2%	-5%	i	41	2.8	1069	7.7%	i	0.6	16%	-0.2%	46	8

Overlap with the part before: four entries; new compounds follow.
SMILES	MgcRacGAP inhibition	PhoP inhibition	T cell modulator	T cell modulator vesicle-bound %	b-catenin transl	b-catenin transl cell count 5 µM	RSV antiviral HEp-2	Myeloid diff 2	Myeloid diff 2 GFP+ MAC1+ %	Large T inhibition	West Nile antiviral	WT yeast gro inh	WT yeast gro inh mutant strain
Cc1ccccc1NC(=O)CC1SCCNC1=O (stereo unspecified)	7%	-7%	i	37	.	.	2.1%	i	0.4	2%	0.3%	-15	-2
CCOC(=O)N1CCC(NC(=O)c2cc(S(=O)(=O)N3CCCC3)cn2C)CC1	0%	-3%	i	8	-1.6	1380	1.9%	i	0.9	6%	0.1%	2	9
Cc1cc(C(F)(F)F)c2c(n1)sc1c(O)cc(=O)[nH]c12	5%	9%	i	4	-0.3	1149	-0.4%	i	2.1	2%	-0.2%	-12	-7
O=C(NN1C(=O)C2C(c3ccccc3)C=CC(c3ccccc3)C2C1=O)c1cccc(Br)c1 (stereo unspecified)	2%	-5%	i	41	2.8	1069	7.7%	i	0.6	16%	-0.2%	46	8
O=C(NC1CCCC1)C1CCN(S(=O)(=O)c2ccccc2)CC1	6%	-4%	i	26	.	.	1.0%	i	3.0	6%	0.0%	.	.
O=C(c1ccc2c(c1)OCCO2)N1CCN(c2ncc(C(F)(F)F)cc2Cl)CC1	5%	4%	i	22	.	.	14%	i	0.5	19%	.	.	.
COc1ccc(C(CC(=O)Nc2ccccn2)N2Cc3ccccc3C2=O)cc1OC (stereo unspecified)	9%	3%	i	51	.	.	0.9%	i	0.5	20%	-1.4%	.	.
CN(Cc1ccccc1)c1nc2c(c(=O)[nH]c(=O)n2C)n1CCCc1ccccc1	7%	4%	i	40	-6.4	886	14%	i	1.5	6%	-0.7%	48	17
CC[C@@H]1CC=C[C@H]2[C@H]1C(=O)N(Cc1ccccc1)[C@H]2c1ccoc1	14%	1%	.	.	0.5	1396	-4.0%	i	2.0	17%	3.4%	.	.
Cc1csc(NC(=O)CSc2nc(=O)n(CCCN(C)C)c3c2CCC3)n1	2%	2%	i	53	.	.	-2.5%	i	0.5	28%	.	.	.
CCN(CC)CCCn1c2c(c(SCC(=O)Nc3ccc4c(c3)OCO4)nc1=O)CCC2	-2%	-3%	i	20	.	.	-1.2%	i	0.7	6%	.	.	.
Cc1nn(CC(=O)NCCN2CCCCC2C)c(=O)c2cc(-c3ccccc3)nn12 (stereo unspecified)	3%	3%	i	20	.	.	-3.2%	i	1.2	2%	-0.2%	.	.
COc1ccc(S(=O)(=O)NCc2csc(C)n2)cc1OC	10%	2%	i	19	.	.	0.1%	i	0.1	2%	-0.9%	.	.
COc1ccc(-c2csc(-c3ccccc3)n2)c(OC)c1	-3%	2%	i	29	0.3	1139	9.1%	i	0.1	-1%	0.2%	73*	70*
CCOC(=O)C1=C(COC(=O)/C=C/c2ccc(OCC)c(OC)c2)NC(=O)NC1C (stereo unspecified)	9%	3%	i	59	.	.	-0.6%	i	0.8	13%	.	.	.
O=C(COC(=O)c1cccc([N+](=O)[O-])c1)NNC(=O)c1cccs1	5%	.	i	22	.	.	1.7%	i	0.5	.	.	.	.
COc1ccc(/C=C/C(=O)c2c(O)c(OC)c3occc3c2OC)cc1	1%	0%	.	.	0.3	1015	.	i	0.3	8%	-0.7%	13	4
COc1ccc(-c2nn3c(COc4ccccc4)nnc3s2)cc1OC	7%	11%	i	21	-9.5	1016	3.4%	i	0.9	5%	-0.4%	3	1
CN(C)c1nnnn1-c1ccc(Oc2ncc(C(F)(F)F)cc2Cl)cc1	0%	8%	i	41	-0.4	1082	1.6%	i	0.1	6%	-1.7%	31	-11
CCC1(C)Cc2nc3sc(C(=O)O)c(N)c3cc2CO1 (stereo unspecified)	6%	-10%	i	36	-1.2	1100	0.7%	i	0.9	7%	0.1%	7	0
CCCCn1c(N)c(N(CC)C(=O)c2cccc(S(=O)(=O)N3CCN(C)CC3)c2)c(=O)[nH]c1=O	3%	-3%	i	21	.	.	0.9%	i	0.6	13%	.	.	.
O=C(O)c1ccc(Nc2cc(Cl)c3nonc3c2[N+](=O)[O-])cc1	14%	0%	i	65	2.8	1023	-0.2%	i	0.1	77µM*	0.3%	3	-5
O=C(NCC1CCCO1)c1nc2c(nnn2Cc2ccc(F)cc2)c(=O)[nH]1 (stereo unspecified)	-19%	0%	i	41	-4.3	898	0.8%	i	4.1	18%	-0.5%	-15	5
COc1ccc(N)cc1-n1cnnn1	3%	-3%	i	39	-0.3	1023	-0.9%	i	0.3	6%	0.3%	-12	15
Cc1cc2cc(C)c3nnc(SCC(=O)NCc4ccco4)n3c2cc1C	1%	-9%	i	34	-1.7	881	3.8%	?	.	-30%	2.4%	.	.
CCN1CCN(c2nc3c(C)cccn3c(=O)c2/C=C(\C#N)C(=O)NCCOC)CC1	11%	-5%	i	47	.	.	0.5%	i	1.2	-2%	-0.4%	.	.

Grouped by structure, the entries above with a nitro group on carbon
SMILES	MgcRacGAP inhibition	PhoP inhibition	T cell modulator	T cell modulator vesicle-bound %	b-catenin transl	b-catenin transl cell count 5 µM	RSV antiviral HEp-2	Myeloid diff 2	Myeloid diff 2 GFP+ MAC1+ %	Large T inhibition	West Nile antiviral	WT yeast gro inh	WT yeast gro inh mutant strain
O=C(COC(=O)c1cccc([N+](=O)[O-])c1)NNC(=O)c1cccs1	5%	.	i	22	.	.	1.7%	i	0.5	.	.	.	.
O=C(O)c1ccc(Nc2cc(Cl)c3nonc3c2[N+](=O)[O-])cc1	14%	0%	i	65	2.8	1023	-0.2%	i	0.1	77µM*	0.3%	3	-5
